mcGAS MS inh = blocks mouse cGAS cGAMP production | Q8C6L5 | recombinant mouse cGAS, cGAMP by RapidFire MS | inhibition, % at 12.5 µM | actives 0.18% (n = 130,000) | AID 1259397;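 active = inhibition of cGAS enzyme activity at or above 60%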;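 also: enzyme stimulated by 45 bp dsDNA with ATP and GTP substrates; cGAMP share of summed cGAMP plus half ATP and half GTP signals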
Target sequence (Q8C6L5 whole entry, looked up): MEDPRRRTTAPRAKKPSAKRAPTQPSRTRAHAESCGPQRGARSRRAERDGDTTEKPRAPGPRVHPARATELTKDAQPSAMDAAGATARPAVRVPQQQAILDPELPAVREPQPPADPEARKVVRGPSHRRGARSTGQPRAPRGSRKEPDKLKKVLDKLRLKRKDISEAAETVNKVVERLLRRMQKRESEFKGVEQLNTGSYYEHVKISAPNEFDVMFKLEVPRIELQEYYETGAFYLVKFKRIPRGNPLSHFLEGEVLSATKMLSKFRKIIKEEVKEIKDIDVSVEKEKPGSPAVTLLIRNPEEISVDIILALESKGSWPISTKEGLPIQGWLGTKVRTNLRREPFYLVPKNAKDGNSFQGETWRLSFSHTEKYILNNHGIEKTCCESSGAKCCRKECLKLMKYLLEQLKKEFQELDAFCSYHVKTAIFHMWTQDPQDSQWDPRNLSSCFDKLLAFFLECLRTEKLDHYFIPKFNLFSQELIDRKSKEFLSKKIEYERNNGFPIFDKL
* marks the source's active call; other numbers are inactive results; & = joins results of further samples. These rows are one share of the data, so the mix of outcomes need not match the whole.

#	mcGAS MS inh	Molecule
1	6	COc1ccc(NC2CCCN(C(=O)CNC(C)=O)C2)cc1OC (stereo unspecified)
2	-12	O=C(Cc1ccc(Cl)cc1)NCCc1c(-c2cccnc2)[nH]c2ccccc12
3	-2	CCNc1nnc(SCC(=O)NCC(=O)Nc2ccc(F)cc2)s1
4	-5	CC(C)(C)Cc1nc(-c2cccc(C(=O)O)c2)no1
5	-13	CCCNC(=O)C1(C)CCCN(Cc2csc3ccccc23)C1 (stereo unspecified)
6	-19	C=C(C)CNC(=S)NN=C(C)c1ccc(C)o1
7	-13	CC(C)CC(=O)Nc1cc(C(=O)N(C)C(C)C)ccc1Cl
8	-3	FC(F)(F)C12CC(c3ccccc3)=NCCN1CCN2 (stereo unspecified)
9	-1	COCCn1c(C)cc(C(=O)COC(=O)C23CCC(=O)N2c2ccccc2C(=O)N3C2CC2)c1C (stereo unspecified)
10	-27	CCNC(=O)c1ccc(N2CCN(Cc3ccc4c(c3)OCCO4)CC2)nc1
11	-2	Cc1ccncc1C(=O)N1CCN(C)C(C(=O)O)C1 (stereo unspecified)
12	-12	OC(COc1c(Cl)cccc1Cl)CN1CCCN(C2CC2)CC1 (stereo unspecified)
13	-1	O=C(c1csc(-c2cnn(-c3ccccc3)c2)n1)N1CC(O)C1
14	41	O=C(Cn1cncn1)NN=Cc1ccc([N+](=O)[O-])o1
15	-6	Cc1cc(C)nc(NN=Cc2cc(Br)cc(Br)c2O)n1
16	-6&-4	N#Cc1ccc(CSc2nnc(N)s2)cc1
17	4	CN1CCC2(CC1)CN(Cc1ccccc1C(=O)O)CCN2C
18	6	Cc1nc(CCN)cc(N2CCCC2c2nonc2C)n1 (stereo unspecified)
19	0	CCCCN1C(=O)c2ccc(C(=O)Nc3ccccn3)cc2C1=O
20	-14	O=C(NC1CC1)C1CCCN(C2CCN(C(=O)c3cccc4nccnc34)CC2)C1 (stereo unspecified)

Arranged by value in mcGAS MS inh (high to low): some entries from above
nr	molecule	mcGAS MS inh
18	Cc1nc(CCN)cc(N2CCCC2c2nonc2C)n1 (stereo unspecified)	6
8	FC(F)(F)C12CC(c3ccccc3)=NCCN1CCN2 (stereo unspecified)	-3
15	Cc1cc(C)nc(NN=Cc2cc(Br)cc(Br)c2O)n1	-6

Carrying on:
#	mcGAS MS inh	Molecule
21	-2	CCc1ccc(N2CCn3c2nc2c3c(=O)n(C)c(=O)n2C)cc1
22	-12	CC(C)(C)NC(=O)NCc1nnnn1-c1ccc(F)cc1
23	-15	CCn1c(Cn2cnc([N+](=O)[O-])n2)nnc1SC
24	-9	COCCNC(=O)c1ccc2c(c1)N(C)C(CC(=O)Nc1cnccc1C)CO2 (stereo unspecified)
25	-2	COc1ccc(OC)c(NC(=O)C2(C)CCN2CC2CC2)c1 (stereo unspecified)
26	-4	COc1nn2ccsc2c1C(=O)NCC1CCN(C)CC1
27	-3&6	S=c1[nH]nc(-c2cccc(Cl)c2)o1
28	-10	CC1(C)ON=C(c2ccco2)N(Cc2ccc(F)cc2)C1=O
29	-1	COC(=O)c1c(C)[nH]c(C(=O)C(C)OC(=O)C2CC2C)c1C (stereo unspecified)
30	-5	Cc1nnc2c3nnc(C)n3c3ccccc3n12
31	-5	CC(CNCc1cnc(-c2ccc3ccccc3c2)nc1)Oc1cccnc1 (stereo unspecified)
32	7	C=C(C)Cn1c(SCC(=O)N/N=C\C=C\c2ccccc2OC)nnc1-c1ccc(Br)cc1
33	3	c1cncc(-c2nc3cnccn3c2NC2CCCCC2)c1
34	-5	C=CCOC(=O)CC1Sc2ccccc2NC1=O (stereo unspecified)
35	-12	COc1cc(C)ccc1OCC(=O)NC1CCSc2ccccc21 (stereo unspecified)
36	-4	CC(c1ccncn1)N(C)c1nc2nonc2nc1N(C)Cc1ccccc1 (stereo unspecified)
37	-36	Cc1cc(NC(=O)N2CCN(C(=O)c3ccc(C(F)(F)F)cc3)CC2)no1
38	-9	CN(C)CC1(O)CCCN(C(=O)Nc2ccc(-c3ccccc3)cc2)CC1 (stereo unspecified)
39	-4	C=CC(=O)N1CCN(c2nc3ccccc3nc2C)CC1
40	-4	CCn1cc(-c2n[nH]c(=S)n2C)ccc1=O

Some of these compounds in order of molecular weight, low to high.
#	mcGAS MS inh	Molecule
33	3	c1cncc(-c2nc3cnccn3c2NC2CCCCC2)c1
21	-2	CCc1ccc(N2CCn3c2nc2c3c(=O)n(C)c(=O)n2C)cc1
35	-12	COc1cc(C)ccc1OCC(=O)NC1CCSc2ccccc21 (stereo unspecified)
31	-5	CC(CNCc1cnc(-c2ccc3ccccc3c2)nc1)Oc1cccnc1 (stereo unspecified)
36	-4	CC(c1ccncn1)N(C)c1nc2nonc2nc1N(C)Cc1ccccc1 (stereo unspecified)
24	-9	COCCNC(=O)c1ccc2c(c1)N(C)C(CC(=O)Nc1cnccc1C)CO2 (stereo unspecified)

More structures follow:
#	mcGAS MS inh	Molecule
41	-13	COc1ccc(S(=O)(=O)N2CCC3(CCCNC3)C2)cc1OC (stereo unspecified)
42	0	CCN(Cc1ccncc1)C1CCCN(C(=O)Cn2cc(C)c(=O)[nH]c2=O)C1 (stereo unspecified)
43	-16	Cc1noc(C)c1CN(C)C(=O)NC(C)c1ccc2c(c1)CCCC2 (stereo unspecified)
44	-9	CCOc1ncccc1CNC(=O)c1cc(Cl)c2c(c1)OCO2
45	7	O=C(CCl)N1CCN(Cc2c(F)cccc2Cl)CC1
46	11	N#Cc1ccccc1-c1ccc(-c2c(-c3ccccc3)ncn2C2CCOC2)o1 (stereo unspecified)
47	-7	Cc1cccc(NC(=O)NCCS(=O)(=O)c2c(C)[nH]c3ccccc23)c1
48	7	O=C(NCCC(=O)N1CCOCC1)c1cc(F)ccc1-c1ccccc1
49	-7&-3&-1	Clc1ccc(C2=Nc3nnnn3C(c3cccnc3)C2)cc1 (stereo unspecified)
50	-11	Cc1ccc(C)c(OCC(=O)Nc2cc(C)on2)c1
51	15	Cc1nn(CCC#N)c(C)c1Oc1ccccc1O
52	-6	COc1ccc(N(CCCN2C(=O)c3cccc4cccc(c34)C2=O)C(=O)c2ccc(F)cc2)cc1
53	-12	COC(C(=O)Nc1ccnn1C1CCN(C(=O)c2scnc2C)CC1)c1ccccc1 (stereo unspecified)
54	0	Cc1nc([N+](=O)[O-])c(Br)n1Cc1cc(=O)n2ccccc2n1
55	1	Cc1ccc(CCC2CCN(C(=O)C3CCC(=O)N3)CC2)cc1 (stereo unspecified)
56	-16	CC(NC(=O)c1ccc(S(=O)(=O)N2CCOCC2)o1)c1ccc2c(c1)CCC(=O)N2 (stereo unspecified)
57	-3	COc1ccc(CN2CCN(Cc3cnn(C)c3)CC2CCO)c(F)c1 (stereo unspecified)
58	-4	CN(C(=O)C1CCCCC1)C1(C)CCS(=O)(=O)C1 (stereo unspecified)
59	-3	CCOc1ncccc1CN1CCC(C(=O)NC2CCCCC2)CC1
60	-6	COCCn1c(SCC#N)nc2scc(-c3ccccc3Cl)c2c1=O

More results follow.
#	mcGAS MS inh	Molecule
61	-13	Cc1cccc(C(=O)Nc2ccccc2C(=O)NC2CC2)n1
62	0	O=C(COC(=O)CC1CC2CCC1C2)NNC(=O)c1cccs1 (stereo unspecified)
63	-13	O=C(NCC(O)c1ccccc1)c1ccc(Cl)cc1F (stereo unspecified)
64	-8	Cc1nccn1Cc1ccccc1-n1cnnc1
65	-2	Cc1onc(-c2ccccc2Cl)c1C(=O)NC(C)c1ccccc1 (stereo unspecified)
66	5	O=C(CCNC(=O)c1cccs1)NCc1ccccc1CN1CCCC1
67	-5	COc1ccc(Cn2ccnc2S(C)(=O)=O)cc1F
68	-33	O=C(c1cc(=O)c2ccccc2[nH]1)N1CCCC(N2CCCC2)C1 (stereo unspecified)
69	-3	O=C(Cc1cccs1)NC1CC(=O)N(CCc2ccccc2)C1 (stereo unspecified)
70	-8	CC(C)c1ccc(C(=O)N2CCC3(CCCN(C)C3=O)C2)c(=O)n1C (stereo unspecified)
71	-7	COC(=O)c1c(C)[nH]c(C2=NN(C)C(=NCc3ccccc3)SC2C)c1C (stereo unspecified)
72	-13	CN(CC(=O)Nc1ccc(F)c(F)c1)CC1CCCCC1
73	-12	Cc1cc(N2CCCN(Cc3ccccc3C)CC2)nc(N)n1
74	8	Cc1[nH]c2ccccc2c1C(=O)N1CCN(S(=O)(=O)c2ccccc2Cl)CC1
75	-2	NC(=O)c1cc2c(nc1-c1cccc3[nH]ccc13)CCC2
76	-2	CCC(NC(=O)C(=O)Nc1ccc2c(c1)OC(C)(C)O2)c1ccc(OC)cc1 (stereo unspecified)
77	-9	CC(C)CCN1CC2(CCCN(CCCn3cnnn3)C2)CCC1=O (stereo unspecified)
78	-10	COc1ccc(CCCN(C)S(=O)(=O)c2ccc(F)c(F)c2)cc1OC
79	-10	CC1CCCCC1NC(=O)CN(C)c1ccccc1 (stereo unspecified)
80	-10	COc1ccccc1CCC(=O)N1CC[C@@H](N)[C@@H](OC)C1

More entries
#	mcGAS MS inh	Molecule
81	0	CCc1cc(CN(C)C(=O)C(O)c2ccc(Cl)cc2)on1 (stereo unspecified)
82	-32	O=C(CNS(=O)(=O)c1cccs1)N1C[C@@H]2C3CCC(CC3)[C@@H]2C1
83	-8	Cc1ccc(CCC(=O)N2CCC(Cn3cc(CO)nn3)CC2)cc1C
84	6	N[n+]1cnn(CC(=O)c2ccccc2)c1
85	-12&-4&-4&-4&3	CC(C)NCC(O)COc1cccc2ccccc12 (stereo unspecified)
86	5	CC(=O)Nc1ccc(CN2C(=O)C(C)ON=C2c2ccccn2)cc1 (stereo unspecified)
87	20	CCC(C1=NN2C(=N)/C(=C\c3ccc(OS(C)(=O)=O)c(OC)c3)C(=O)N=C2S1)c1ccccc1 (stereo unspecified)
88	-9	O=C(Cn1ccc(=O)[nH]c1=O)N1CCCC(N2CCCC2)C1 (stereo unspecified)
89	-10	COc1ccc(F)c(CN2CCCC3(CCN(C(=O)c4ncoc4C4CC4)C3)C2)c1 (stereo unspecified)
90	-10	COc1ccc(NS(=O)(=O)c2cccc(C(=O)NCC(F)(F)F)c2)cn1
91	2	Cc1c(CS(C)(=O)=O)cccc1NCC(=O)N1CCCCC1C (stereo unspecified)
92	-8	CC(C)(C)c1ccc(C(=O)N2CCC2(C)C(=O)NS(=O)(=O)c2cccc(C#N)c2)cc1 (stereo unspecified)
93	0	CS(=O)(=O)Nc1cccc(CNc2ncccc2C#N)c1
94	-2	COc1cccc(C2c3[nH]c4ccccc4c3CCN2C(=O)c2cnc[nH]2)c1OC (stereo unspecified)
95	-7	CCn1c(C2CCN(C(=O)c3ccc(-n4ccnc4)cc3)CC2)nn(C)c1=O
96	0	Fc1ccc(CN2CCC3(CC2)OCc2ccccc23)c(F)c1
97	-10	O=C(Cn1cnc2scc(-c3ccccc3)c2c1=O)N1CCCCC1
98	3	CCOC(=O)C1(C)CCN1C(=O)c1c(C)noc1C (stereo unspecified)
99	-1	N#Cc1ccc(Cn2nnn(-c3ccccc3)c2=O)c(F)c1
100	-7	O=C(NCc1nnc2n1CCCC2)c1cccc(C2CCNC2)c1 (stereo unspecified)

From entry 94 as far as 100, copied from above:
#	mcGAS MS inh	Molecule
94	-2	COc1cccc(C2c3[nH]c4ccccc4c3CCN2C(=O)c2cnc[nH]2)c1OC (stereo unspecified)
95	-7	CCn1c(C2CCN(C(=O)c3ccc(-n4ccnc4)cc3)CC2)nn(C)c1=O
96	0	Fc1ccc(CN2CCC3(CC2)OCc2ccccc23)c(F)c1
97	-10	O=C(Cn1cnc2scc(-c3ccccc3)c2c1=O)N1CCCCC1
98	3	CCOC(=O)C1(C)CCN1C(=O)c1c(C)noc1C (stereo unspecified)
99	-1	N#Cc1ccc(Cn2nnn(-c3ccccc3)c2=O)c(F)c1
100	-7	O=C(NCc1nnc2n1CCCC2)c1cccc(C2CCNC2)c1 (stereo unspecified)

The listing continues.
#	mcGAS MS inh	Molecule
101	-3	CCOC(=O)CCN(C(=O)Nc1nnc(C2CC2)s1)C1CC1
102	-5	CCOC(=O)CC1(NC(=O)C2CCC(=O)N(Cc3ccccn3)C2)CCCCC1 (stereo unspecified)
103	-10	COc1ccc(CN2CCNC(=O)C2CC(=O)N2CCN(c3ccccc3C)CC2)cc1C (stereo unspecified)
104	-10	CC1CCCCN1C(=O)Cn1cc(C(F)(F)F)cc(Cl)c1=O (stereo unspecified)
105	-3	O=C1CC2(CCCC2)C(=O)N1CN1CCCC1c1nnc2n1CCCCC2 (stereo unspecified)
106	26	Cc1cc(-c2ccccc2)nc2[nH]n(-c3ccccc3)c(=O)c12
107	-1&0	NS(=O)(=O)c1cc2c(cc1Cl)NCNS2(=O)=O
108	-3	CN1C2CCC1CC(OC(=O)c1c[nH]c3ccccc13)C2 (stereo unspecified)
109	-11	CC1(C(=O)NCc2ccccn2)CCN1Cc1ccccc1OC(F)F (stereo unspecified)
110	4	Brc1ccc(-c2csc(N=CN3CCCC3)n2)cc1
111	-1	N#Cc1cccc(NC(=O)N2CCN(c3ccc(C#N)cc3F)CC2)c1
112	-10	CC(CNS(=O)(=O)c1ccccc1)N1CCc2sccc2C1 (stereo unspecified)
113	-23	CCN(CC(=O)Nc1ccc2c(c1)OCCO2)CC(=O)N1CCC(C)Sc2ccccc21 (stereo unspecified)
114	9	CCCNC(=O)c1ccccc1NC(=O)Cc1n[nH]c(=O)c2ccccc12
115	-3	C=C[C@]1(C)C[C@@H](OC)C2(C)C(C)CCC3(CCC(=O)C32)[C@@H](C)C1=O (stereo partly specified)
116	-6	Cn1c(=O)c2c(nc(CN3CCOCC3)n2Cc2ccccc2F)n(C)c1=O
117	-7	CN(CC1CCCCN1C)C(=O)c1cc(COc2ccc(F)cc2Cl)on1 (stereo unspecified)
118	-5	CC(SCC1CCCO1)C(=O)O (stereo unspecified)
119	-3	CCNc1nc(=O)c2ncn(CC3CC(CC)=NO3)c2c(=O)[nH]1 (stereo unspecified)
120	-12	Cc1c(C(=O)NCC(C)(C)N(C)C)oc2ccc(Br)cc12

Next part:
#	mcGAS MS inh	Molecule
121	-11	CCn1c(C2CCN(Cc3cc(C)n(C(C)C)c3C)CC2)nn(C)c1=O
122	-31	CCOC(=O)c1cc(C)n(CC(=O)NCC(C)C)c1C
123	-5	Cc1ccc(C)c(-n2c(C)cn3c4c(=O)[nH]c(=O)n(C)c4nc23)c1
124	1	Cc1cc(NCc2ccc(F)cc2)nc2c(C)cccc12
125	-4	CC1(C)Cc2c(c(N3CCCC3)[nH]c(=S)c2C#N)CO1
126	-29	COc1ccc(/C=N\n2nnnc2N)cc1Br
127	-3	CCOn1c(=O)c(-c2cc3ccccc3o2)[n+]([O-])c2ccccc21
